Source: PubChem BioAssay (The Scripps Research Institute Molecular Screening Center)
CHO-K1 Ca antag = nonselective inhibitor or artifact in parental CHO-K1 cells; ATP-induced calcium, Fluo-8 fluorescence; inhibition, % at 3 µM; 0.6% of 360,000 active;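 active = inhibition above a per-plate cutoff, the plate's mean sample inhibition plus 3 SD, cut at about 24% in these data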;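 note: 0% = DMSO plus EC80 ATP and 100% = DMSO alone without ATP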
M1 ag parental = M1 agonist counterscreen hit in parental CHO-K1 cells; Fluo-8 calcium fluorescence; scaled to maximal ATP response, vehicle zero; activation, % at 3 µM; 0.48% of 360,000 active; AID 602248; in the data active = activation above about 15%;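 note: untransfected CHO-K1 host cells lacking M1 receptor as counterscreen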
TAAR1 antag = human TAAR1 antagonism. 1.5% of 360,000 active. inhibition, % at 3 µM. CHO RD-HGA16 TAAR1, Fluo-8 calcium fluorescence, antagonist. AID 624466;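 active = inhibition above a per-plate cutoff, the mean inhibition of test compounds on that plate plus 3 SD, cut at about 49% in these data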;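 note: 0% = DMSO plus EC80 beta-PEA response and 100% = DMSO alone without agonist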
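Material: RD-HGA16 CHO cells with stable hTAAR1 and Gα16; Dosing: single nominal final test compound concentration of 3 µM; Schedule: seeding 17-24 h prior, 75-min 37 °C, 30-min RT dye loading; Detection: kinetic Fluo-8 calcium fluorescence measurement; Measure: % inhibition from peak post-agonist over basal fluorescence ratio; Benchmarks: vehicle and agonist controls.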
CHO parental Ca = counter-screen: ATP calcium response change in parental CHO cells; parental CHO-K1, ATP-induced calcium, Fluo-8 fluorescence; inhibition, % at 5.6 µM; 0.63% of 330,000 active;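 active = inhibition above that plate's mean sample inhibition plus 3 SD, cut at about 26% in these data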;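 note: 0% = ATP-challenged DMSO wells and 100% = DMSO wells without ATP; some compounds past the cut are filed as inactive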
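Assay system: untransfected parental CHO cell line. Also added: ATP agonist challenge. Dosing: one dose, 5.6 µM nominal. Measured by: Fluo-8 fluorescence. Read-out: % inhibition. Benchmarks: ATP wells versus no-ATP DMSO wells. Repeats: no replicates.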
CHRM1 agonist = agonists of human M1 muscarinic receptor; CHO-K1 hM1, Fluo-8 calcium fluorescence, agonist mode; 0% DMSO, 100% acetylcholine EC100; P11229; activation, % at 3 µM; 0.33% of 360,000 active;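 active = activation above the run's mean compound activation plus 3 SD, cut at about 16% in these data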;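 note: peak over basal fluorescence ratio within a 140 s kinetic read after compound addition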
Target sequence (P11229 whole entry, looked up): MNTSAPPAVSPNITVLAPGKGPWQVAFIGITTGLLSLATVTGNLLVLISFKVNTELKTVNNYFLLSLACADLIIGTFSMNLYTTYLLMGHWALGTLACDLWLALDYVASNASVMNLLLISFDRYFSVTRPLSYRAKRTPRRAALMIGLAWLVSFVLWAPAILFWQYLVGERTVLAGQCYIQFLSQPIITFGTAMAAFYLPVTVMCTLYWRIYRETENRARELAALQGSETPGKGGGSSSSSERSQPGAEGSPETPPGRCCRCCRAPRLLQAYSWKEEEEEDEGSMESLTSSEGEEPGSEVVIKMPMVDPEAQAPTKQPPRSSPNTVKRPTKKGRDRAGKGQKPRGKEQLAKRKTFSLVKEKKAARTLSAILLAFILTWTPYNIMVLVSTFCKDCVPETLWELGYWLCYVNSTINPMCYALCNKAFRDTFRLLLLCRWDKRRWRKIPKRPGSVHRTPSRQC
TAAR1 agonist = human TAAR1 agonism | activation, % at 3 µM | Q96RJ0 | AID 624467 | 0.99% of 360,000 active | CHO RD-HGA16 TAAR1, Fluo-8 calcium fluorescence; vehicle wells 0%, saturating PEA agonist 100%;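 active = activation above the mean activation of all test compounds in the run plus 3 SD, cut at about 38% in these data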
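Test system: RD-HGA16 (CHO) cells co-expressing Gα16 and hTAAR1 | Doses: Single dose, 3 µM | Schedule: 17-24 h seeding, 75 min 37 °C dye, 30 min RT | Evaluation: % activation from peak over basal fluorescence ratio, DMSO-to-PEA scaled | Technique: Kinetic Fluo-8 calcium fluorescence | Benchmarks: Low control DMSO, high control PEA (EC100)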
M1 PAM parental = counter-screen for M1 PAMs: effect in parental CHO-K1 cells | 0.02% of 360,000 active | AID 602247 | ATP EC20, Fluo-8 calcium fluorescence; 0% at ATP EC20, 100% at ATP max | activation, % at 3 µM;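 active = activation above the run cutoff, the mean activation of all test compounds plus 3 SD, cut at about 40% in these data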;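 note: peak over basal fluorescence ratio in a 140 s read after ATP addition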
OXTR potentiator = potentiates the human oxytocin receptor response; 0.061% of 320,000 active; AID 2445; CHO-OTR cells, Fluo-8 calcium fluorescence, potentiator mode; 0% = oxytocin EC15, 100% = EC100; activation, % at 3 µM;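 active = activation above that plate's cutoff, the mean activation of tested compounds plus 3 SD, cut at about 6.6% in these data, passing the limit was not always enough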;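 note: 100% uses oxytocin at 75 nM as the full agonist control; some results filed as inactive read as strong as hits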
Target sequence (P30559 whole entry, looked up): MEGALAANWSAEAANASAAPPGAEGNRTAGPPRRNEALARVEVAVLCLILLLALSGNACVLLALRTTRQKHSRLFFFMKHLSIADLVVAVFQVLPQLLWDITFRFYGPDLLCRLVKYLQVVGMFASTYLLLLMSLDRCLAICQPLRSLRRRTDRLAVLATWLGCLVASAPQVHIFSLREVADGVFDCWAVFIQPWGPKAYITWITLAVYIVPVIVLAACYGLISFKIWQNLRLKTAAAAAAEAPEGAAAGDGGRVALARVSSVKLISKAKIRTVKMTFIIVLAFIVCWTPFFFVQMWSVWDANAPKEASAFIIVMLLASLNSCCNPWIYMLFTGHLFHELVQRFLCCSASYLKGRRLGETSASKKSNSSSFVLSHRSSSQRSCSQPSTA
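Measured by – Fluo-8 calcium dye fluorescence · Test system – human OTR in CHO cells · Dosing – one concentration, 3.0 µM compound · Controls – EC15 oxytocin alone as 0%, 75 nM oxytocin as 100% · Evaluation – normalized max/min fluorescence ratio, % activation · Timing – 6 min pre-incubation, 100 s read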
V1R ag counter = activates human V1a receptor in oxytocin agonist counter-screen. P37288. CHO-V1R cells, Fluo-8 calcium fluorescence, agonist mode; 0% DMSO, 100% 3 nM vasopressin. activation, % at 3 µM. 0.25% of 320,000 active. AID 2797;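 active = activation above the mean activation of all tested compounds plus 3 SD, per screening run, cut at about 20% in these data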;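 note: signal is peak over basal fluorescence ratio across a 100 second FLIPR read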
* marks the source's active call; other numbers are inactive results; / = no result given.

SMILES	CHO-K1 Ca antag	M1 ag parental	TAAR1 antag	CHO parental Ca	CHRM1 agonist	TAAR1 agonist	M1 PAM parental	OXTR potentiator	V1R ag counter
CCCCNC(=O)C1(C)CCN1C(=O)c1ccncc1 (stereo unspecified)	-7	0.5	-7	/	-2	6	14	/	/
Cc1cc(C)n2nc(SCCCC(=O)c3ccc(F)cc3)nc2n1	-1	2.1	-27	-6	-1	3	11	-1	0.2
COc1ccc(NC(=O)Nc2sc(=S)n(C)c2C)cc1	5	-0.3	19	-6	-6	4	-3	-7	0.3
CC(C)N1CCN(Cc2nc3c(s2)CCCC3)CC1CCO (stereo unspecified)	2	0.1	-1	-17	-5	2	-16	-10	-0.6
COc1ccc(CC(=O)Nc2ccccc2NC(=O)c2ccco2)cc1OC	-6	0.1	10	-7	-8	3	24	-8	-0.2
COc1ccc(CN2C(=O)NC3(CCCCC3)C2=O)cc1F	-3	-0.2	12	-9	-5	-1	16	4	-0.6
COc1cccc(C(c2nnnn2C(C)(C)C)N2CCN(C/C=C/c3ccccc3)CC2)c1OC (stereo unspecified)	17	-0.1	-26	/	-11	-1	-6	/	/
O=C(NCC1CCCO1)c1cc2c(s1)CS(=O)(=O)C2 (stereo unspecified)	-9	0.1	-3	-6	-4	1	12	0	0.9
COc1ccc(N2C(=NC(=O)c3ccc(Br)cc3)SC3CS(=O)(=O)CC32)cc1 (stereo unspecified)	-13	0.1	-20	-1	-3	8	5	2	0.2
CCCc1noc(-c2cccc([N+](=O)[O-])c2)n1	-2	0.7	-20	-11	-6	8	-1	-7	-0.1
COCCNC(=O)[C@@H]1CSC2c3ccc(OC)c(OC)c3C(=O)N21 (stereo partly specified)	-2	0.2	-21	-18	-4	1	2	-10	1.0
C[C@H](CO)N1C[C@H](C)[C@@H](CN(C)C(=O)Nc2ccccc2)Oc2ccc(NC(=O)CCN3CCOCC3)cc2C1=O	-7	0.0	-12	3	-4	0	3	2	0.8
CCS(=O)(=O)c1ccc(-c2cccc(NC(=O)COc3ccc(Cl)cc3)c2)nn1	-4	6.2	49*	-6	4	8	-17	-14	5.0
C=CCNC(=O)C1CC(=O)N(c2ccc(OCc3ccc(F)cc3)cc2)C1 (stereo unspecified)	-1	7.0	14	-2	1	9	6	-7	4.0
C#CCN1C(=O)C(O)(CC(=O)c2cc(OC)ccc2OC)c2ccccc21 (stereo unspecified)	-11	0.7	-15	-22	-2	9	17	-12	1.1
Cc1ccc(/C=C/C(=O)O)cc1S(=O)(=O)NCC1CCCO1 (stereo unspecified)	3	11	18	0	-8	9	22	-6	0.4
C=CC[C@H](CC(=O)N[C@H](CO)Cc1ccccc1)C(=O)N[C@@H](COC(=O)[C@H](CC=C)CC(=O)OC(C)(C)C)Cc1c[nH]c2ccccc12	5	0.6	60*	-17	-2	11	8	-7	1.1
C=CC[C@@H](CC(=O)N(CCO)Cc1ccccc1)C(=O)NC[C@@H](OC(=O)[C@@H](CC=C)CC(=O)OC(C)(C)C)c1ccccc1	-11	4.1	59*	-30	-6	17	10	-7	-0.2
O=C(NCCNc1ccc([N+](=O)[O-])cc1)c1ccccc1Br	-15	3.6	-7	-6	11	2	7	-5	3.2
COc1cc2c(cc1O)CCN(C(=O)CSc1nncn1C)[C@@H]2C	5	-0.1	0	-7	-2	3	-13	-1	-0.5
c1ccc2[nH]c(SCc3ccc(-c4nnco4)cc3)nc2c1	-4	1.7	10	5	-5	5	9	-16	3.1
O=C(NCC1CCCO1)c1ccccc1-c1nc(-c2ccc(Cl)cc2)no1 (stereo unspecified)	-17	3.0	29	-26	-6	6	3	-4	-0.7
CNC(=O)CSc1nnc(-c2ccccc2F)n1CCc1ccccc1	-6	-0.1	-14	-11	-3	-2	-12	-4	0.8
Cc1nc2c(C)cccn2c1C(=O)c1ccccc1	-4	1.8	-13	-3	-9	1	9	2	-0.6
Cc1ccc(NC(=S)Nc2ccc3[nH]c(=O)[nH]c3c2)cc1C	9	0.2	4	-8	-3	2	-19	8	2.6
CCOc1ccc(S(=O)(=O)Nc2cccc(C(=O)N3CCN(C(C)=O)CC3)c2)cc1	0	-0.1	-8	-17	-1	0	-18	-7	0.1
Cc1cccc(OCC(O)CN2CC3(C)CC2CC(C)(C)C3)c1 (stereo unspecified)	-25	1.2	5	-5	-9	5	34	3	0.3
CCOc1cc(C2NC(=O)NC(O)(C(F)(F)F)C2C(=O)c2ccc(Cl)cc2)ccc1O (stereo unspecified)	-6	0.2	-5	-9	-2	12	-3	-3	1.1
Cn1c(SCC(=O)N2CCN(Cc3ccccc3)CC2)nnc1-c1ccncc1	-3	-0.1	-2	-13	-7	9	10	-2	1.6
Cc1ccc(-c2nc3c(C)cc(Br)cn3c2Cc2ccccc2)cc1	2	-0.3	-22	/	/	3	0	/	/
CCCCn1cnc2c([nH]c3cc(OC)ccc32)c1=O	-5	1.7	7	-6	-2	-5	12	-4	-1.0
COc1ccc(CCNC(=O)c2cc(-c3ccc(Cl)c(Cl)c3)oc2C)cc1	-13	0.4	12	-19	-2	7	8	-3	0.1
O=C(Nc1cccc2cccnc12)c1cccnc1	3	5.8	-10	-7	-1	2	9	-2	-0.6
O=C(NCc1cc(Cl)cc(Cl)c1)c1ccc2sc([C@H]3C[C@H](O)[C@@H](CO)O3)nc2c1	-10	1.7	27	/	-1	4	10	/	/
Cc1ccc(-c2ncns2)cc1	-14	1.1	3	0	-2	0	17	-12	-2.2
Cc1ccccc1Nc1c([N+](=O)[O-])ccc2nonc12	8	-1.5	-28	-10	5	9	-28	-11	-0.7
COc1ccc(C)cc1NC(=O)NC1CC(=O)N(c2ccc3c(c2)OCCO3)C1 (stereo unspecified)	-6	0.6	-6	/	2	2	5	/	/
COc1cc(/C=C2\C(=O)N(CCC#N)N=C2C)ccc1OCC(=O)Nc1ccccc1	7	0.4	54*	7	-9	13	-3	-8	1.5
O=C(NNc1ccccc1C(F)(F)F)c1cccs1	-1	9.8	-18	10	-4	4	20	-11	-1.2
COc1ccc(N/C(N)=N/c2nc(C)cc(C)n2)c(OC)c1	2	0.1	16	-8	-14	0	3	-9	-0.2
Cc1ccc(C(=O)Nc2ncccc2O)o1	2	0.2	-8	-4	3	1	10	-9	0.4
CC(C)(C)NC(=O)CSc1nncn1-c1ccccc1	-19	1.1	3	-5	-6	17	20	-3	0.2
CCOC(=O)c1cnc(SC)nc1Oc1cccc(NS(=O)(=O)c2ccccc2)c1	12	0.0	-5	-10	0	6	-17	-7	0.1
C=CCn1c(SCC(=O)N2CCc3ccccc3C2)nc2ccccc2c1=O	6	2.1	34	-33	-3	22	1	-1	0.6
COc1nc(N=C(N)N)nc2c(C)cccc12	17	-0.3	6	-2	-5	10	-6	-5	0.2
COc1ccc(CCNC(=O)CSc2nnc(Cc3cccn3C)n2C)cc1OC	-1	-0.1	-10	-5	-9	9	19	7	1.1
CSc1ccc(S(=O)(=O)Nc2ccc(OCC(=O)N3CCOCC3)cc2)cc1	-1	0.7	-6	-19	-1	7	16	-8	1.6
COc1ccc(C(N)c2csc(Nc3ccc(C(=O)c4ccccc4)cc3)n2)cc1 (stereo unspecified)	-2	6.7	19	/	4	36	11	/	/
Cc1ccc(C(=O)Cc2nc3ccccc3[nH]2)cc1	-4	-0.5	1	-16	2	-4	2	-6	-0.5
CCOc1ccc(NC(=O)CN(C)C(=O)C2CCCC2)cc1OCC	-1	-0.9	-7	-4	-3	2	5	-13	-0.2
Cc1cccn2c(=O)c(C=O)c(Nc3ccc(S(N)(=O)=O)cc3)nc12	2	-0.3	/	/	-1	/	14	/	/
O=c1ccn([C@@H]2O[C@H](CNCc3ccccc3OCc3ccc(Cl)cc3Cl)[C@@H](O)[C@H]2O)c(=O)[nH]1	-10	0.4	-8	/	-4	0	12	/	/
O=C(O)c1cccc(S(=O)(=O)Nc2ccc(N3CCCCC3)cc2)c1	-11	0.3	-24	-4	1	1	16	2	1.3
Cc1c(/C(O)=C2/C(=O)C(=O)N(CCN3CCOCC3)C2c2cccnc2)cnn1-c1ccccc1 (stereo unspecified)	-6	-0.3	-9	-9	0	6	3	-2	0.8
NC(=O)/C=C/C(=O)Nc1ccc(Cl)cc1	-18	0.6	-2	-5	-4	4	18	0	0.4
CCN(CC)S(=O)(=O)c1ccc(N/N=C/c2cccnc2)nc1	-7	1.4	19	-10	-3	3	3	1	0.1
Cc1nnc(SCC(=O)O)s1	-8	0.6	-16	-4	8	1	18	-7	1.8
O=C(O)c1ccc(N2CCN(c3ccc(Cl)cc3)CC2)c([N+](=O)[O-])c1	-14	2.8	-4	-11	0	2	14	-9	8.7
O=S(=O)(NCCS(=O)(=O)N1CCN(c2ccccc2)CC1)c1ccccc1	-6	2.2	-15	-5	0	3	-3	-12	6.7
CCCN(C(=O)COC(=O)C12CCC(=O)N1c1ccccc1S2)c1c(N)n(Cc2ccccc2)c(=O)[nH]c1=O (stereo unspecified)	-13	0.2	-32	-1	-3	1	22	-11	0.1
CN(C)C(=O)CCc1ccc2c3c([nH]c2c1)[C@]1(CCC2CCCC2)[C@@H](C(=O)N2CCOCC2)C[C@H](CC(=O)NCCc2ccccn2)C(=O)N1CC3	-5	0.8	-11	-16	-7	16	2	/	/
O=C(NCCc1ccccc1)C1CCCN(S(=O)(=O)c2cccnc2)C1 (stereo unspecified)	-12	-0.1	-2	-3	-5	40*	20	-5	-0.8
Cc1ccc(O)c(NC(=O)C2CC(c3cccc(Br)c3)=NO2)c1 (stereo unspecified)	-16	1.7	4	-5	-4	-1	22	-2	1.5

Some entries already given, showing only V1R ag counter and TAAR1 agonist.
smiles | V1R ag counter | TAAR1 agonist
Cc1nnc(SCC(=O)O)s1 | 1.8 | 1
Cc1ccc(O)c(NC(=O)C2CC(c3cccc(Br)c3)=NO2)c1 (stereo unspecified) | 1.5 | -1

2 of these compounds in a different format.
compound: O=C(O)c1cccc(S(=O)(=O)Nc2ccc(N3CCCCC3)cc2)c1
  CHO-K1 Ca antag: -11; M1 ag parental: 0.3; TAAR1 antag: -24; CHO parental Ca: -4; CHRM1 agonist: 1; TAAR1 agonist: 1; M1 PAM parental: 16; OXTR potentiator: 2; V1R ag counter: 1.3

compound: Cc1c(/C(O)=C2/C(=O)C(=O)N(CCN3CCOCC3)C2c2cccnc2)cnn1-c1ccccc1 (stereo unspecified)
  CHO-K1 Ca antag: -6; M1 ag parental: -0.3; TAAR1 antag: -9; CHO parental Ca: -9; CHRM1 agonist: 0; TAAR1 agonist: 6; M1 PAM parental: 3; OXTR potentiator: -2; V1R ag counter: 0.8
